Pf Dd2 growth: inhibitors of Plasmodium falciparum Dd2 growth. P. falciparum Dd2 growth, SYBR Green, 72 h. Potency, µM (highest dose often 28.9 µM), for inactives: top-dose activity, negative = inhibition, actives largely listed as inhibitors. actives 4.3% (n = 120,000). AID 1347417; active means well fitted inhibition curve with a large enough effect; inconclusive means small, poorly fitted or top-dose-only effect; inactive means no such curve, though single readings can be large or run the other way;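 further: plate controls were DMSO vehicle for no effect and reference drug for full effect; nearly all actives have a fitted effect of over 65% in size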
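Readout: SYBR Green fluorescence, 485 nm excitation, 535 nm emission, after ~16 h lysis at 37C. Before that, Dd2-infected red cells (2.5% hematocrit) grew 72 h with compound, 29 uM top final concentration.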
The depositor's hits bear a star; i = inactive; u = inconclusive; [ ] = remark or other dose. Potency means the concentration at half of the fitted maximal effect.

SMILES,Pf Dd2 growth
O=C(NCc1ccncc1)C1CCN(C(=O)c2ncn3c2COC(c2ccc(F)cc2)C3)CC1 (stereo not drawn),-14%
COCc1cc(C[C@@H]2C[C@H](NCc3ccccc3O)C2(C)C)no1,u
CCOc1cc(C(=O)N2CCC[C@H]2c2nc(-c3ccc(OC)cc3)no2)cc(OCC)c1OCC,-8%
CC(C)CCC(=O)N1CCN(c2nc3c(s2)CN(C)CC3)CC1,i
COc1cccc(CN2CCc3c(cc(C(=O)N4CCN(CC(C)C)CC4)n3C)C2)c1,6.3µM*
CC(=O)Nc1cc(C(=O)Nc2ccc3c(c2)N(C)C(=O)c2ccccc2S3)ccc1C,40%[activator]
Cc1cccnc1CN1CCN(CC2(O)CCNC2)CC1 (stereo not drawn),-11%
Cc1nn(-c2ccccc2)nc1C(=O)N[C@H](C)c1onc(-c2cccnc2)c1C(=O)O,-7%
Cc1cc(C(=O)N2CCOC[C@H](Oc3cnccn3)C2)c(C(F)(F)F)o1,-3%[44.1 µM]
COCCC(=O)N1C[C@@H]2CCCN3CCC[C@@H]([C@H]23)[C@H]1CCCC(=O)N1CCOCC1,0%
COc1ccccc1-c1noc(-c2ccc(N(C)Cc3ccccc3)c([N+](=O)[O-])c2)n1,29%
COC(=O)c1ccc(OCC2c3cc(OC)c(OC)cc3CCN2C(=O)c2ccccc2F)cc1 (stereo not drawn),10µM*
CCCCc1ncc(-c2nccn2Cc2noc(CC(C)C)n2)[nH]1,-29%
COc1cccc(-n2cc(C(=O)Oc3cccc(C(F)(F)F)c3)c3ccccc3c2=O)c1,13%
Cc1cn2nc(C(=O)N3CCC(C(=O)Nc4ccccc4)CC3)cc2c(=O)[nH]1,u
Cc1ccccc1C(=O)N[C@H]1[C@H](O)[C@H](O)C[C@@H]1c1ccc(N2CCOCC2)nc1,12%[44.1 µM]
CCC(CC)C(=O)N1CC(C(=O)N(C)C)C2(CCOCC2)C1 (stereo not drawn),0%
COc1ccccc1NC(=O)COc1cccc(-c2nnc3n2CCCC3)c1,0.63µM*
CN(C)Cc1nnc(C2CCCN(C(=O)C3(N)CCNCC3)C2)n1C (stereo not drawn),-6%
COc1cc(C(=O)Nc2ccc3c(c2)N(C2CCCC2)C(=O)c2ccccc2S3)cc(OC)c1OC,8.9µM*
O=S(=O)(c1ccc(F)cc1)N1CCCC(CN2CCCC2)CC1 (stereo not drawn),-15%
CCNC(=O)N1CCc2cc(OC)c(OC)cc2C1CNC(=O)c1ccccc1C (stereo not drawn),u
O=C(Cn1ncc2c3ccccc3n(Cc3ccc(Cl)cc3)c2c1=O)NCc1cccs1,u
N#Cc1ccc(C(=O)N2CCOC[C@H](Oc3ccc(C(F)(F)F)cc3)C2)cc1,i
COc1ccc(N2CCN(CCCNC(=O)c3nnc(Cc4ccc(F)cc4)o3)CC2)cc1,u
COc1ccccc1Cc1nc2ccccc2nc1SCC(=O)Nc1cccc(Cl)c1C,19%
C=C[C@H]1CN2CC[C@H]1C[C@@H]2CNC(=O)Nc1ccc(C(C)=O)cc1,-31%[44.1 µM]
CNC(=O)[C@@H](c1ccccc1)N1CCC[C@H]1C(=O)N1CCOCC1,2%[44.1 µM]
CCC(C)(C)C1CCc2c(sc(NC(=O)C3c4ccccc4Oc4ccccc43)c2C(N)=O)C1 (stereo not drawn),-19%
Cc1cc(=O)n(Cc2ccc(F)cc2Cl)c2c1c(C)nn2C,21%
COc1cccc(NC(=O)CCC2CCN(C(=O)c3cnc(C)[nH]c3=O)CC2)c1,-6%
Cc1ocnc1C(=O)NC1CC(c2nnc(Cn3cccn3)n2C)C1 (stereo not drawn),4%
Cc1ccc(C)c(NC(=O)[C@H]2CCC[C@H]2NC(=O)c2ccncc2)c1,-19%
COc1ccc(-c2cc(C[C@H]3CNCC[C@H]3CC(=O)N3CCCCC3)no2)cc1,i
CC(=O)Nc1nonc1-c1nnc(SCC(=O)Nc2c(C)cccc2C)n1-c1ccccc1,-8%
Cc1noc([C@@H](C)NS(C)(=O)=O)c1C(=O)O,-2%[44.1 µM]
O=C(C1CCN(c2nc(-c3ccccc3)nc3c2CCC3)CC1)N1CCCNCC1,8.9µM*
O=C(CSc1nc2c([nH]c3ccccc32)c(=O)n1-c1ccc(F)cc1)N1CCc2ccccc21,-16%
CC1CCCN(C(=O)CCS(=O)(=O)c2cc3c(cc2Cl)NC(=O)CO3)C1 (stereo not drawn),11%
COc1cc(Cl)c(C)cc1NC(=O)c1cn(CC(C)C)c(=O)c2cc(OC)c(OC)cc12,0%
CC(C)Oc1cccc(-c2nc(C(=O)N(C)Cc3ccccc3)cs2)c1,5%
Cc1ccc(C2Cn3nnc(C(=O)N4CCN(C(=O)c5ccc(F)cc5)CC4)c3CO2)cc1 (stereo not drawn),0%
O=C1CN(C(=O)CCC(=O)N2CCc3c(nc4cc(-c5ccccc5)[nH]n4c3=O)C2)c2ccccc2N1,-12%[5.79 µM]
O=C1NC2(CCN(Cc3cccc4ccccc34)CC2)Oc2ccccc21,i
CCOC(=O)C1=C(C)N=C2SC=C(CC(=O)Nc3cccc(OC)c3)N2C1c1cccc(OC)c1 (stereo not drawn),11µM*
COc1ccc(CNC(=O)C2CCCN(S(=O)(=O)N(C)c3ccc(F)cc3)C2)cc1OC (stereo not drawn),-9%
CN(C)CC(O)COc1ccc(CN2CCN(c3ncc[nH]c3=O)CC2)cc1 (stereo not drawn),-14%
CC(=O)c1cc(CN2CCC(c3nnc4n3CCCCC4)CC2)n(C)c1,-6%
Cc1ccc2oc(-c3ccc(C)c(NC(=O)c4ccc5c(c4)OCCO5)c3)nc2c1,0%
Cc1cccc(NS(=O)(=O)c2ccc3c(c2)[C@H]2C=CC[C@H]2[C@@H](c2ccc(F)cc2)N3)c1,35%[activator][0.594 µM]
COc1ccc(NC(=O)COc2cccc(-c3nnc4n3CCCC4)c2)cc1OC,7.9µM*
CCc1ccc(S(=O)(=O)c2cnc(SCC(=O)Nc3ccc(OC)cc3OC)[nH]c2=O)cc1,-8%
CO[C@H]1C(=O)N(C2CCN(S(=O)(=O)c3cccnc3)CC2)[C@H]1c1ccncc1,u
COc1ccc(-n2ncc(C(=O)Nc3ccc(C)cc3Cl)c2C2CCN(C(=O)OC(C)(C)C)CC2)cc1,-7%
COC(=O)[C@@H]1Cc2c([nH]c3ccccc23)[C@H]2C[C@H](N3CCCCC3)C[C@@H](c3ccccc3F)N21,1.4µM*
Cc1ccc(CNC(=O)N2CCCCCCNC(=O)[C@@H]3CCCC[C@@H]32)cc1,-17%
CCN(c1cccc(C)c1)S(=O)(=O)c1cc(Br)cc2c1N(C(C)=O)C(C)C2 (stereo not drawn),i
CCOc1ccc(-n2c(CC)nc3c(cnn3-c3ccc(Cl)cc3)c2=O)cc1,-25%
CCOC(=O)c1ccc(NS(=O)(=O)c2cc(Br)cc3c2N(C(C)=O)C(C)C3)cc1 (stereo not drawn),25%
CC(C)CN[C@@H]1C[C@H](COc2ccc(S(C)(=O)=O)cc2)[C@@H](O)[C@H]1O,0%[44.1 µM]

Copied from the list.
Value for CCOC(=O)C1=C(C)N=C2SC=C(CC(=O)Nc3cccc(OC)c3)N2C1c1cccc(OC)c1 (stereo not drawn) under Pf Dd2 growth: 11µM*
Value for CC(C)Oc1cccc(-c2nc(C(=O)N(C)Cc3ccccc3)cs2)c1 under Pf Dd2 growth: 5%

Fetched by structure from the list above:
SMILES,Pf Dd2 growth
COC(=O)[C@@H]1Cc2c([nH]c3ccccc23)[C@H]2C[C@H](N3CCCCC3)C[C@@H](c3ccccc3F)N21,1.4µM*
CCOc1ccc(-n2c(CC)nc3c(cnn3-c3ccc(Cl)cc3)c2=O)cc1,-25%

Continued.
SMILES,Pf Dd2 growth
O=C(c1ccc(F)cc1)N1CCC(OCCOc2cccnc2)CC1,i
Cc1ccc(CN2CC[C@H](c3nnc(-c4ccccc4F)o3)C2)o1,i
C[C@@]1(O)CCN(C(=O)c2ccc(-c3noc(C4CC4)n3)cc2)C[C@@H]1O,-17%
CNC(=O)[C@@H]1CN(S(=O)(=O)c2cnc[nH]2)C[C@H]1c1n[nH]c(C)n1,-5%
CCCn1cc(S(=O)(=O)c2ccc(C)c(C)c2)c(=O)c2cc(F)c(N3CCC(C)CC3)cc21,-10%
FC(F)(F)c1ccc(CN2CCC3(CC2)CC(c2ccccc2)=NO3)cc1,i
CCC(C(=O)NCc1ccccc1OC)n1nc(C)n2c(cc3sccc32)c1=O (stereo not drawn),-10%
CCc1ccc(NC(=O)CCNS(=O)(=O)c2ccc3c(c2)CCCC(=O)N3)cc1,50%[activator]
CC(C)Oc1ccc(C(=O)NCC(c2ccc(N(C)C)cc2)N2CCc3ccccc32)cc1 (stereo not drawn),u
O=C1NC[C@@H](CCC(=O)N2CCN(c3ccccn3)CC2)N2C[C@@H](NCc3ccccc3)C[C@@H]12,6%
CN(C)C(C(=O)N1CCN(c2ccc(C#N)cc2)CC1)c1ccccc1F (stereo not drawn),u
CCOC(=O)C1CCN(C(=O)c2nn(-c3ccc(OC)cc3)c(=O)c3c2c2ccccc2n3C)CC1,u
CCN1c2cc(C(=O)Nc3ccc4c(c3)OCCO4)ccc2C(=O)N2CCCCCC21 (stereo not drawn),u
CCc1ccc(C(=O)N2CCN(C(=O)c3nnn4c3COC(c3ccc(C)cc3)C4)CC2)cc1 (stereo not drawn),u
CC(C)Cc1nc2nccc(-c3ccncc3)n2n1,3%
CCN(CC)c1ccc(NC(=O)Cn2cc3c(n2)CCCC3)c(C)c1,-11%
COc1cccc(C(=O)Nc2c(C(=O)N3CCN(c4ccc(F)cc4)CC3)oc3ccccc23)c1,u
CC(C)Oc1ccc(CNC(=O)c2ccc(CS(=O)Cc3ccccc3Cl)o2)cc1 (stereo not drawn),8%
CCCS(=O)(=O)N1CCC(Oc2ccccc2-c2nc(C3CC3)no2)C1 (stereo not drawn),-15%
Cc1ccc(Nc2nnc(-c3ccc(C)c(S(=O)(=O)N4CCCCC4)c3)c3ccccc23)cc1,-9%
Cc1ccccc1-c1ccc2c(n1)CN(Cc1ccccc1)C(=O)CO2,0%[44.1 µM]
O=C(Nc1ccc2oc(-c3cccc4c(Br)cccc34)nc2c1)c1ccc(Br)cc1,21%
CC(C)OC(=O)CC1NCCNC1=O (stereo not drawn),-8%
COC(=O)c1cc(-c2ccc(OC)c(OC)c2)c2c(=O)[nH]c(=O)n(C)c2n1,35%[activator]
CSc1ccc2cc(CN3CC[C@@H](O)C3)c(-c3ccc(Cl)cc3)nc2c1,11µM*
CC1Oc2ccc(NC(=O)NCc3ccccc3)cc2CN(C2CCCc3ccccc32)C1=O (stereo not drawn),-5%
O=C(CSc1nccn1C1CCCC1)Nc1cccc(F)c1,4%
O=C(NCCc1ccc(Cl)cc1)C1(c2cccs2)CCOCC1,1%
Cc1ccc(C(=O)c2cn(CC(=O)Nc3ccc(C)cc3Cl)c3nc(C)ccc3c2=O)cc1,-23%
COc1cccc(N2C(=O)NC(=NC3CCCC3)C23CCCN(C(=O)c2ccccc2F)C3)c1 (stereo not drawn),13%
Cc1ccc(NC(=O)Nc2nnc(N3CCCC3)s2)cc1C,33%[activator]
COc1ccc(NC(=O)C2CCCN2S(=O)(=O)c2cccc3cccnc23)cc1OC (stereo not drawn),0%
Cn1nccc1-c1cc2c(ccn2C)c(C(=O)NCc2cccnc2)n1,-10%[44.1 µM]
CCN(CC)C(=O)Cn1c(=O)n(CC2CCC(C(=O)NC)CC2)c(=O)c2sccc21 (stereo not drawn),-25%
CCC(=O)N1CCc2cc(S(=O)(=O)NC(Cc3ccccc3)C(=O)NCc3ccc(C)cc3)ccc21 (stereo not drawn),18%
Cc1ccc2c(c1)sc1nc(=O)n(-c3ccc(Cl)cc3)c(=O)n12,10%
O=C(O)C1CCc2nnc(C3CCCN(C(=O)c4ccccc4)C3)n21 (stereo not drawn),5%
O=C(Cn1cnc2sccc2c1=O)NC1CCCc2c1[nH]c1ccccc21 (stereo not drawn),-3%
Cc1cc(Nc2cccc(Br)c2)n2c(nc3ccccc32)c1C#N,-11%
Cc1c(Cl)cccc1NC(=O)C1CCN(c2nc3ccccc3[nH]2)CC1,i
CCc1ccc(NC(=O)c2cc(S(=O)(=O)N3CCCC3)ccc2F)cc1,-17%
CCOc1ccccc1NC(=O)c1sc2nc3c(cc2c1N)CN(Cc1ccccc1)CC3,10µM*
O=C(COc1ccccc1)N1CCCN(C(=O)C2CC2)c2ccccc21,-3%
Cc1ccc(C)c(-c2cc3c(=O)n(CCNC(=O)c4cccc(F)c4)ccn3n2)c1,u
Cn1c(=O)oc2cc(S(=O)(=O)NC(Cc3ccccc3)C(=O)Nc3ccc(F)c(Cl)c3)ccc21 (stereo not drawn),20%
CC(C)(C)c1ccc(C(=O)Nc2nc3c(s2)C[C@@H]2[C@](C)(CO)[C@H](O)CC[C@@]2(C)[C@@H]3CC(=O)NCc2ccco2)cc1,u

5 entries out of the list, sorted by molecular weight, smallest number first:
SMILES,Pf Dd2 growth
O=C(O)C1CCc2nnc(C3CCCN(C(=O)c4ccccc4)C3)n21 (stereo not drawn),5%
Cc1ccc2c(c1)sc1nc(=O)n(-c3ccc(Cl)cc3)c(=O)n12,10%
Cc1c(Cl)cccc1NC(=O)C1CCN(c2nc3ccccc3[nH]2)CC1,i
CCc1ccc(NC(=O)c2cc(S(=O)(=O)N3CCCC3)ccc2F)cc1,-17%
CCC(=O)N1CCc2cc(S(=O)(=O)NC(Cc3ccccc3)C(=O)NCc3ccc(C)cc3)ccc21 (stereo not drawn),18%

Source: PubChem

An excerpt. The share of hits here may be higher or lower than overall.
